From PubChem BioAssay
bIAP act – bovine intestinal alkaline phosphatase activators, primary screen, biochemical, bovine IAP, CDP-star luminescence. purified bovine IAP, 30 min; hits give high values; fold of DMSO-control signal, blank-subtracted. activation factor at 20 µM. 0.17% of 200,000 active. AID 1016, 2008;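 active = activation factor of 2 or more at 20 µM, a signal rise over negative controls twice the positive control's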
bIAP inhibitor – bovine intestinal alkaline phosphatase inhibitors, primary screen, selectivity assay for TNAP inhibitor project, biochemical, bovine IAP, CDP-star luminescence | purified bovine IAP, 30 min | inhibition, % at 20 µM | alkaline phosphatase, intestinal [Bos taurus] | 190,000 tested, under 10 active;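 active = over 50% inhibition of intestinal alkaline phosphatase at 20 µM in the single-dose screen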
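Assay system – bovine IAP enzyme · Quantity – bovine IAP at 1/65,000,000 final dilution · Detection – CDP-star luminescence signal · Times – 30 min reaction at room temperature · Also added – CDP-star substrate at 30 µM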
Diaphorase act – compounds boosting diaphorase resazurin reduction – biochemical, uHTS, resorufin fluorescence, counter-screen for diaphorase-coupled primary assays, primary screen; Diaphorase/resazurin coupled assay, 16 min; hits give high values; 1 = vehicle wells, 0 = NADH-free wells; activation factor at 20 µM; 0.005% of 190,000 active;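 active = diaphorase activity raised at least twofold by the compound at 20 µM; inactive = activation factor below 2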
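Material: purified diaphorase enzyme from Clostridium kluyveri; Also added: 0.114 mM NADH and 0.1 mM resazurin, final amounts; Doses: single compound dose of 20 µM, 1% DMSO final; Times: 16 min enzyme reaction, ambient temperature; Detection: resorufin fluorescence, excitation 544 nm, emission 590 nm; Measure: increased resorufin signal from activators or reducing compounds.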
PMI act satM6P – human PMI activators, high substrate, primary screen, biochemical, fluorescence intensity, near-saturating mannose 6-phosphate; Mannose-6-phosphate isomerase (Homo sapiens), P34949; coupled PMI enzyme assay, resazurin fluorescence, 20 min; hits give high values; 1 = untreated enzyme, 0 = substrate-free blank; activation factor at 20 µM; 0.34% of 190,000 active;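 active = activation factor of 2 or more at 20 µM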
Target sequence (P34949 whole entry, looked up): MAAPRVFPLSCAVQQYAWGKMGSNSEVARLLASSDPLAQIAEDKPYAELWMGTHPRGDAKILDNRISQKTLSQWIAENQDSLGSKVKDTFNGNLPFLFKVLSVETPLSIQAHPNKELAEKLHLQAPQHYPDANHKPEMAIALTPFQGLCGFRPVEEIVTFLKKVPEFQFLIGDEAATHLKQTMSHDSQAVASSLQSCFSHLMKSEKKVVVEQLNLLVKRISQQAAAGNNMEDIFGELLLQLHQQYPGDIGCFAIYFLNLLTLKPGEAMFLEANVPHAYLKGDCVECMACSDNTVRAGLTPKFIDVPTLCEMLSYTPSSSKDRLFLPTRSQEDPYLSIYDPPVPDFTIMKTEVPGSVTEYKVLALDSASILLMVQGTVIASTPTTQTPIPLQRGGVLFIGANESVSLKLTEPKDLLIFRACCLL
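Test system: human phosphomannose isomerase with PGI, G6PDH, diaphorase coupling enzymes; amount: 15 ng/mL PMI; incubation: enzyme reaction with compound 20 min at room temperature; technique: resorufin fluorescence (Ex 544/Em 590 nm) from resazurin via diaphorase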
TNAP act hiacc – TNAP activators at high phosphate acceptor level, primary screen, biochemical, luminescence, uHTS; AID 1136, 2008; activation factor at 20 µM; Alkaline phosphatase, tissue-nonspecific isozyme (Homo sapiens), P05186; 200,000 tested, under 10 active; purified TNAP, CDP-star luminescence, 1 M DEA, 30 min; hits give high values; 0 = EDTA background, 1 = DMSO-only activity;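 active = activation factor at least 2 at 20 µM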
Target sequence (P05186 whole entry, looked up): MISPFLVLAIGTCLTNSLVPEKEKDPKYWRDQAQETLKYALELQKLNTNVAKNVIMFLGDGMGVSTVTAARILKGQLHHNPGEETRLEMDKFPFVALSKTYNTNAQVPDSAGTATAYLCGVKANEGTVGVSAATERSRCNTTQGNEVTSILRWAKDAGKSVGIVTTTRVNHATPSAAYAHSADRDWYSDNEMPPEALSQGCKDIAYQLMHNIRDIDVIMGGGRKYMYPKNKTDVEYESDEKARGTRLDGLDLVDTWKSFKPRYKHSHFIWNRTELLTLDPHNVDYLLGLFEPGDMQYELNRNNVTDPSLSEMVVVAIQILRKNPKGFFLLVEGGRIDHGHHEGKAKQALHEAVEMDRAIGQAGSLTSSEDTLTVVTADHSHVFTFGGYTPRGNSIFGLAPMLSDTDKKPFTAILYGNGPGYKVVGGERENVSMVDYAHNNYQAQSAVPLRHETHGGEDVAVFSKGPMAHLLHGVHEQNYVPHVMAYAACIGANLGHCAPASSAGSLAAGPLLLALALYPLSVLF
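Dosing: 20 µM single point. System: human TNAP. Amount: TNAP 1/800 final. Incubation: 30 min, room temperature. Read-out: TNAP activation factor scaled between EDTA and DMSO control wells. Signal: luminescence from CDP-star hydrolysis. Medium: 1 M DEA, pH 9.8, Mg2+, Zn2+. Control set: EDTA negative control, DMSO positive control.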
Diaph inh CS – diaphorase inhibitors and chemical oxidizers, primary screen, counter-screen for diaphorase-coupled primary assays, biochemical, uHTS, resorufin fluorescence; diaphorase resazurin-to-resorufin fluorescence, NADH, 16 min; bacterial (C. kluyveri) enzyme, not human; inhibition, % at 20 µM; 0.69% of 190,000 active; AID 1217, 2008;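 active = primary screen inhibition at 20 µM above a set limit, cut at about 50% in these data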;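 note: plate controls were DMSO with full reaction for no effect and wells lacking NADH for full effect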
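Benchmarks: positive control wells lacking NADH, neutral wells with DMSO only. System: bacterial diaphorase enzyme (C. kluyveri). Input: 0.14 U/mL diaphorase, enzyme working solution. Detection: resorufin fluorescence, excitation 544 nm, emission 590 nm. Times: 16-min room-temperature incubation before reading.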
TNAP inh no acc – human TNAP enzyme inhibitors, primary screen, biochemical, luminescent, no phosphate acceptor, uHTS; purified TNAP, CDP-star luminescence, 30 min; 0.26% of 200,000 active; inhibition, % at 20 µM; AID 1012, 2008;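 active = tissue-nonspecific alkaline phosphatase inhibition above about 50% at 20 µM in the single-dose screen, limit read from the data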;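 note: 0% = DMSO negative control and 100% = EDTA positive control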
L major viab – Leishmania major promastigote growth inhibition, primary screen; Leishmania major promastigotes, resazurin fluorescence viability; inhibition, % at 10 µM; 9% of 200,000 active; in the data active = inhibition above about 50%;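 note: promastigotes grown with compound for 44 hours at 28 °C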
TNAP inh hiacc – human TNAP enzyme inhibitors, primary screen, biochemical, luminescent, high phosphate acceptor level, uHTS; Alkaline phosphatase, tissue-nonspecific isozyme (Homo sapiens), P05186; purified TNAP, CDP-star luminescence, 1 M DEA; inhibition, % at 20 µM; 0.03% of 200,000 active; AID 1135, 2008;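 active = over 50% inhibition of tissue-nonspecific alkaline phosphatase at 20 µM in the single-dose screen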;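 note: plate controls were DMSO wells for no effect and EDTA-quenched wells as full inhibition for full effect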
PMI act – activators of human PMI, primary screen, biochemical, fluorescence intensity, near-Km mannose 6-phosphate; Mannose-6-phosphate isomerase (Homo sapiens), P34949; purified human PMI, coupled resazurin fluorescence, 20 min; hits give high values; 1 = vehicle control, 0 substrate-free wells; activation factor at 20 µM; 0.005% of 190,000 active; AID 1214, 2008;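 active = activation factor of 2 or more at 20 µM, relative to plate controls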
The depositor's hits bear a star; x = no result given. These rows are one share of the data (hit frequency here may not be typical).

| No. | molecule | bIAP act | bIAP inhibitor | Diaphorase act | PMI act satM6P | TNAP act hiacc | Diaph inh CS | TNAP inh no acc | L major viab | TNAP inh hiacc | PMI act |
| --- | --- | --- | --- | --- | --- | --- | --- | --- | --- | --- | --- |
| 1 | O=c1cccc2n1CC1CC2CN(Cc2ccc3c(c2)OCO3)C1 (stereo not given) | 1 | 1 | 0.9 | 1.1 | 1.1 | 8 | -12 | 5 | -5 | 1.1 |
| 2 | O=C(CCNS(=O)(=O)c1ccccc1)Nc1ccc(Cl)cc1C(=O)c1ccccc1 | 0.6 | 42 | 1 | 1.1 | 1 | 3 | 10 | 4 | -2 | 1.1 |
| 3 | OC(C#CCN1CCOCC1)(c1ccccc1)C1CCCC1 (stereo not given) | 0.9 | 11 | 0.9 | 1.2 | 1 | 12 | -12 | 3 | -2 | 1.2 |
| 4 | O=C1CC(N2CC=C(c3ccccc3)CC2)C(=O)N1c1ccc(F)cc1 (stereo not given) | 1 | -3 | 0.9 | 1.4 | 1 | 8 | -15 | -2 | 2 | 1.2 |
| 5 | COc1ccccc1-n1c(O)c(C=NCc2ccc3c(c2)OCO3)c(=O)[nH]c1=O | 1.1 | -13 | 1 | 1 | 1.1 | -3 | -6 | -6 | -10 | 1 |
| 6 | CNC(C(=O)c1ccccc1)C(OC(C)C)c1ccc(Cl)cc1 (stereo not given) | 1 | -4 | 1 | 1.2 | 1 | -4 | -6 | 25 | -2 | 1 |
| 7 | Cc1ccsc1C(=O)C1CCCN(CCO)C1 (stereo not given) | 1.2 | -18 | 1.1 | 0.9 | 1 | -6 | -3 | -3 | 0 | 0.9 |
| 8 | CC(ON1CC1(C(F)(F)F)C(F)(F)F)(C(N)=O)C(N)=O (stereo not given) | 0.7 | 30 | 0.9 | 1 | 1 | 11 | -6 | -5 | 1 | 1 |
| 9 | CCn1cc(C(=O)c2cccs2)c2ccccc21 | 0.7 | 34 | 0.9 | 1 | 1 | 9 | -2 | 4 | -5 | 1 |
| 10 | Cc1cccc(OP(=O)(Nc2cccnc2)Oc2cccc(C)c2)c1 | 0.8 | 24 | 0.9 | 1.1 | 1 | 13 | -1 | 92* | -2 | 1 |
| 11 | Cn1c(=O)cc(OCC(=O)N2CCN(C3CCCCC3)CC2)c2ccccc21 | 1 | 3 | 0.9 | 0.9 | 1 | 9 | -14 | -2 | 2 | 0.9 |
| 12 | COc1ccc(C2(C#N)CCN(C)CC2)cc1 | 0.9 | 8 | 1 | 1.1 | 1 | -1 | -6 | 6 | 0 | 1.1 |

(further entries)
| No. | molecule | bIAP act | bIAP inhibitor | Diaphorase act | PMI act satM6P | TNAP act hiacc | Diaph inh CS | TNAP inh no acc | L major viab | TNAP inh hiacc | PMI act |
| --- | --- | --- | --- | --- | --- | --- | --- | --- | --- | --- | --- |
| 13 | Cc1cccc(-n2c(C)nc3ccccc3c2=O)n1 | 1 | 3 | 1.1 | 1.1 | 1.1 | -11 | -10 | -6 | -6 | 1 |
| 14 | CC1(C)OC(c2ccccc2)=C/C(=C/C=C2C(=O)NC(=O)NC2=O)O1 | 0.9 | 7 | 0.9 | 0.9 | 0.9 | 10 | 38 | -3 | 12 | 0.9 |
| 15 | Cn1c(O)c(C=NCc2ccco2)c(=O)n(C)c1=O | 1 | 4 | 1 | 1 | 1 | 5 | -6 | -2 | -2 | 1 |
| 16 | COc1ccc(C)cc1NC1=NCCCS1 | 1 | 2 | 0.9 | 1 | 1.1 | 7 | -15 | 5 | -6 | 1 |
| 17 | O=C1NC(=O)C(=Cc2coc3ccccc3c2=O)C(=O)N1 | 1 | 5 | 0.9 | 1.4 | 1 | 14 | -2 | 1 | 3 | 1.3 |
| 18 | CN1C(=O)c2ccccc2NC(=O)[C@]12O[C@@H]2c1ccccc1 | 0.9 | 7 | 1 | 1 | 1.1 | 1 | 37 | -15 | -8 | 1 |
| 19 | O=C(Cn1c(=O)c(C(F)(F)F)nc2ccccc21)N1CCC2(CC1)OCCO2 | 0.9 | 14 | 1 | 1.3 | 1 | -1 | -10 | -2 | 2 | 1.1 |
| 20 | Clc1ccc(-c2nc3ccc(Cl)cn3c2CN2CCOCC2)cc1 | 1.1 | -9 | 1 | 0.9 | 1 | 0 | -2 | 53* | 2 | 0.9 |
| 21 | Cc1nn(Cc2ccccc2Cl)c(Cl)c1C(=O)OCC(=O)NC(=O)NC1CCCCC1 | 0.9 | 5 | 0.8 | 0.8 | 1 | 24 | -3 | 52* | -3 | 0.8 |
| 22 | CCn1c(O)c(C(=O)CC2NCCc3ccccc32)c(=O)n(CC)c1=S (stereo not given) | 0.9 | 7 | 1 | 1.2 | 1 | 5 | 0 | -4 | -2 | 1.2 |
| 23 | Cc1[nH]c2ccccc2c1C(=O)C(=O)N1CCC2(CC1)OCCO2 | 1.1 | -6 | 0.9 | 1.1 | 1 | 6 | 1 | -7 | 2 | 1 |
| 24 | C=CCN1C(=O)/C(=C/c2ccc3c(c2)CCCN3CCC)C(=O)NC1=S | 0.3 | x | 0.7 | 1.4 | 0.9 | 27 | 31 | 91* | 5 | 1.1 |

Continued.
| No. | molecule | bIAP act | bIAP inhibitor | Diaphorase act | PMI act satM6P | TNAP act hiacc | Diaph inh CS | TNAP inh no acc | L major viab | TNAP inh hiacc | PMI act |
| --- | --- | --- | --- | --- | --- | --- | --- | --- | --- | --- | --- |
| 25 | COc1cccc(C(=O)C2CCCN(Cc3ccc4nsnc4c3)C2)c1 (stereo not given) | 1 | -1 | 0.7 | 0.8 | 1.1 | 30 | -5 | 87* | -6 | 0.9 |
| 26 | Cc1ccc2cccc(OC(=O)N3CCCC3)c2n1 | 0.9 | 8 | 0.9 | 1 | 1.1 | 6 | -16 | -2 | -6 | 1 |
| 27 | COc1ccc2oc3c(c2c1)NC(=O)CN=C3c1ccccc1 | 0.9 | 7 | 0.8 | 0.9 | 1.1 | 15 | -7 | 1 | -5 | 0.9 |
| 28 | CCCCn1c(=O)c(C(=O)NCc2ccncc2)c(O)c2ccccc21 | 1.1 | -8 | 0.9 | 1.1 | 1 | 12 | -7 | 89* | -4 | 1.1 |
| 29 | CCCCN1C(=O)NC(=O)C2(Cc3cc(C)ccc3N(C)C2)C1=O (stereo not given) | 0.9 | 6 | 1 | 1.5 | 1.1 | 2 | 0 | 6 | -8 | 1.3 |
| 30 | Cc1ccc(O)c(C(=O)c2cc(C(=O)NCc3ccccc3)c(=O)n(Cc3ccccc3)c2)c1 | 1 | 1 | 0.9 | 1 | 1 | 8 | -9 | 78* | 0 | 0.9 |
| 31 | Cc1ccc(Cn2cc(C=O)c(-c3ccc(C)cc3)n2)cc1 | 0.9 | 7 | 0.8 | 0.9 | 1 | 20 | -5 | 3 | -4 | 1 |
| 32 | CC(=O)O[C@@H]1[C@H]2CC[C@@H]3[C@]1(C[C@@H](OC(C)=O)[C@@]1(O)C([C@@H]4O[C@@H]4C1(C)C)[C@]3(C)O)C[C@@]2(C)O (stereo not given in full) | 0.9 | 5 | 0.8 | 1.1 | 1.1 | 20 | -10 | -5 | -7 | 1.1 |
| 33 | COCCOC(=O)C1=C(N)Oc2c(c(=O)oc3ccccc23)C1c1ccncc1 (stereo not given) | 0.9 | 6 | 0.9 | 1 | 1 | 11 | -4 | -4 | 2 | 1 |
| 34 | O=C(CSC1c2ccccc2-c2ccccc21)N/N=C/c1ccccc1O | 0.9 | 8 | 0.9 | 1.1 | 1 | 15 | -4 | 100* | 0 | 1 |
| 35 | NS(=O)(=O)c1cccc(N2CCNCC2)c1 | 1 | 1 | 0.9 | 1.1 | 1 | 5 | 1 | -2 | -4 | 1.1 |
| 36 | CCCCn1c(O)c(C(C)=NC(Cc2c[nH]c3ccccc23)C(=O)OC)c(=O)[nH]c1=O (stereo not given) | 1 | -4 | 0.8 | 0.8 | 1 | 16 | -3 | 99* | 0 | 0.8 |

Next structures.
| No. | molecule | bIAP act | bIAP inhibitor | Diaphorase act | PMI act satM6P | TNAP act hiacc | Diaph inh CS | TNAP inh no acc | L major viab | TNAP inh hiacc | PMI act |
| --- | --- | --- | --- | --- | --- | --- | --- | --- | --- | --- | --- |
| 37 | CCOCCCNC(=O)C1c2cc(OC)c(OC)cc2C(=O)N2CCCCC12 (stereo not given) | 0.8 | 15 | 0.9 | 1 | 1 | 7 | -1 | -3 | 3 | 0.9 |
| 38 | O=C1NC(=O)C(CCc2ccccn2)(Cc2cccc(Cl)c2Cl)C(=O)N1c1ccc(Br)cc1 (stereo not given) | 1.1 | -15 | 0.7 | 0.8 | 1 | 25 | -17 | 28 | 2 | 0.8 |
| 39 | CN(C)C(=O)Oc1cccc(OCc2n(C)c3ccccc3[n+]2C)c1 | 0.9 | 14 | 0.9 | 1 | 1.1 | 15 | -9 | 5 | -8 | 1 |
| 40 | CC1(C)CN=C(NCc2ccccc2Cl)S1 | 0.8 | 23 | 0.9 | 1 | 1 | 9 | -7 | -2 | -4 | 0.9 |
| 41 | CC(=NCCCN1CCOCC1)c1c(O)n(-c2ccccc2C)c(=O)[nH]c1=O | 1 | -1 | 0.9 | 0.9 | 1 | 7 | -8 | 12 | -2 | 0.9 |
| 42 | Cc1ccc2c(c1)C1CN(C)CCC1N2C(=O)Cn1cnc2c1c(=O)n(C)c(=O)n2C (stereo not given) | 1.1 | -8 | 0.9 | 0.9 | 1 | 5 | -3 | x | 5 | 1 |
| 43 | Cc1cc(C=O)c(C)n1C1CC1 | 1 | 1 | 1 | 1 | 1.1 | 3 | -8 | -3 | -5 | 1 |
| 44 | CC(C)Cc1nnc(NC(=O)CCC(=O)N2CCN(CCOC(c3ccccc3)c3ccccc3)CC2)s1 | 1.1 | -10 | 0.8 | 0.9 | 1 | 22 | 9 | 36 | 1 | 0.8 |
| 45 | CC(=O)Nc1ccc(OCCF)cc1 | 1.1 | -13 | 0.8 | 0.9 | 1 | 16 | -4 | -8 | -1 | 1 |
| 46 | CCN1CCN(c2ccc([N+](=O)[O-])cc2C#N)CC1 | 0.9 | 14 | 1 | 1 | 1 | 2 | -6 | 4 | -2 | 1 |
